Screens as filed in PubChem.
mHtt clearance: clearance of mutant huntingtin inclusions, primary screen, imaging, HeLa Exon1htt(103Q)mCFP, confocal imaging. aggregate imaging; zero = plate's median compound well. inhibition, % at 1.5 µM. hit rate 0.42% among 47,000;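 active = inhibition of aggregate fluorescence above about 70%, also judged a hit by eye on the cell image, limit read from the data, passing the limit was not always enough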;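 note: cells exposed to compound for three days before fixation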
mHtt clearance grain fraction: further read-out of mHtt clearance, marked with its call; fraction fluorescence in grains; measured here: aggregate grain fluorescence fraction; hits give low values;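 scaled fraction of total cell fluorescence in grains with unit not stated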
* marks the source's active call; other numbers are inactive results. The list is partial; count on the stated rates, not on these rows.

structure | mHtt clearance | mHtt clearance grain fraction
CCSc1ccc2nnc(-c3ccc(F)cc3)n2n1 | 21 | 27
O=C(Nc1ccc2c(c1)OCO2)c1cccc(S(=O)(=O)N2CCCC2)c1 | 44 | 21
CCC1CCCCN1C(=O)COC(=O)c1n[nH]c2ccccc12 (stereo not given) | -52 | 32
O=C(CC1SC(=NC2CCCCC2)NC1=O)Nc1ccccc1 (stereo not given) | -24 | 23
O=C(NCc1cccc(Cl)c1)c1cnn2c1NC(c1ccco1)CC2C(F)(F)F (stereo not given) | 21 | 15
CC1=C(C)CC2C(=O)N(c3cccc4ccccc34)C(=O)C2C1 (stereo not given) | -8 | 36
Cc1cc(C)c2c(C)nn(C3CCCCC3)c2n1 | 10 | 17
Cc1cc(C)cc(N(CC(=O)NCc2ccc3c(c2)OCO3)C(=O)CCC(=O)Nc2ccccn2)c1 | -36 | 25
Cc1ccc(SC(C)C(=O)NCc2cccnc2)cc1 (stereo not given) | -36 | 53
CCC(C)C(NC(=O)OCc1ccccc1)C(=O)OCN1C(=O)c2ccccc2C1=O (stereo not given) | -28 | 51
CCOC(=O)c1nnn(-c2nonc2N)c1CSc1ccc(C)cc1 | -38 | 56
COc1ccc(N2C(C)=CS/C2=C(/C#N)c2nnc(N3CCOCC3)n2-c2ccccc2)cc1 | -4 | 45
O=C(c1ccco1)N1C(=O)c2cccc3c(S(=O)(=O)N4CCCC4)ccc1c23 | -5 | 22
CCN1C(=O)/C(=C\N2CCN(c3ccccc3)CC2)SC1=S | -19 | 45
O=C1CC(c2ccco2)CC(O)=C1C=NCCO (stereo not given) | -11 | 33
Cc1ccc(C)c(/C(O)=C2\C(=O)C(=O)N(CCCn3ccnc3)C2c2cccnc2)c1 (stereo not given) | 32 | 13
CCNc1nc(Oc2ccc(C(=O)OCC)cc2)nc(SC)n1 | -32 | 48
CCCNc1nc2c(c(=O)n(C)c(=O)n2C)n1CCC(C)C | -51 | 51
C=CCn1c(=O)c2ccccc2n2c(SCC(=O)N3CCCc4ccccc43)nnc12 | 33 | 25
c1ccn2c(SCc3cn4ccsc4n3)nnc2c1 | 57 | 7.3
CC(=O)Nc1ccc2c(c1)C(=O)N(C1CCCCC1)C2=O | -179 | 51
O=C(NCCc1ccccc1)C1CCN(S(=O)(=O)c2ccc(-c3nn[nH]n3)cc2)CC1 | -10 | 37
O=C(NC1(C(F)(F)F)NC(=O)N(C2CCCC2)C1=O)C1CC1 (stereo not given) | -26 | 23
CCn1c(=O)c(C(=O)NCCc2ccccc2)c(O)c2ccccc21 | 25 | 13
CCCn1c(=O)c(C(=O)NCc2ccncc2)c(O)c2ccccc21 | 13 | 31

The list goes on:
structure | mHtt clearance | mHtt clearance grain fraction
c1ccc(OCCOc2ncnc3sccc23)cc1 | 32 | 11
Cc1[nH]nc2nc(SCC(=O)NCC3CCCO3)n(-c3ccc(Br)cc3)c(=N)c12 (stereo not given) | -16 | 24
CC(C)CCOc1ccc(C(=O)NCCC(=O)N2CCOCC2)cc1 | -11 | 22
Cc1ccc2ccccc2[n+]1CCCS(=O)(=O)[O-] | -3 | 42
C=CCOc1ccccc1C1NC(=O)NC(C)=C1C(=O)NCc1ccccc1 (stereo not given) | -1 | 24
O=C(O)CCC(=O)Nc1nc(-c2ccccc2)cs1 | 19 | 13
COCCCN(C(=O)c1ccco1)c1nc(-c2cc(OC)ccc2OC)cs1 | 46 | 11
CC(C)CNC(=O)NC1C(NC(=O)NCC(C)C)N(C)C(=O)N1C (stereo not given) | 54 | 17
CN1CCN(C(=O)CN(c2cccc(Cl)c2)S(=O)(=O)c2ccccc2)CC1 | 14 | 33
Cc1sc2c(c1C)c(=O)n(-c1ccccc1)c1nnc(C)n21 | -31 | 27
CN1C(=O)C2(Nc3ccccc3-c3nc4ccccc4n32)c2ccccc21 (stereo not given) | 21 | 16
O=C(CCN1CCN(Cc2ccccc2)CC1)Nc1cccc(Cl)c1 | 20 | 17
CNC(=O)CN(c1cccc(Br)c1)S(C)(=O)=O | 40 | 12
Cc1ccc(-c2nc3ccccc3n3nnnc23)cc1 | -15 | 22
COc1ccc(OC)c(NC(=O)CSc2nnc(CNc3ccc(C)cc3C)o2)c1 | -4 | 36
CSc1cccc(NC(=O)CN2C(=O)c3ccccc3S2(=O)=O)c1 | 0 | 36
O=C1CCC(=O)c2oc3ccccc3c2N1 | 17 | 30
O=c1c2ccccc2nc(-c2ccccc2)n1Cc1ccco1 | -56 | 28
Cc1ccc2c(c1)[nH]c1c(N3CCN(Cc4ccccc4)CC3)ncnc12 | 4 | 39
O=C1C2ON(c3ccccc3)C(c3cccnc3)C2C(=O)N1Cc1ccccc1 (stereo not given) | -10 | 37
COc1ccccc1-c1nnc(SCC(=O)N2CCC(C)CC2)o1 | -16 | 21
O=S(=O)(c1ccccc1F)N(Cc1ccco1)Cc1nnc(-c2ccccc2Br)o1 | 19 | 31
CN(C)c1ccc(/C=C/C(O)=C2/C(=O)N(C)C3(C)CC2c2ccccc2O3)cc1 (stereo not given) | -94 | 38
CCC(Oc1ccccc1)C(=O)N1CCC(C(N)=O)CC1 (stereo not given) | 23 | 15
CC(C)CCN1C(=O)c2ccc(C(=O)NCC3CCCO3)cc2C1=O (stereo not given) | -26 | 23

(next part)
structure | mHtt clearance | mHtt clearance grain fraction
Cc1ccc(Nc2nc(N)nc(CSCCO)n2)cc1 | 9 | 34
CCc1ccccc1N(CC(=O)Nc1cccc(N(C)S(C)(=O)=O)c1)S(C)(=O)=O | 11 | 18
c1ccn(-c2ncnc3sc4c(c23)CCCC4)c1 | 15 | 26
Cc1ccc[n+](-c2nc3ccccc3nc2C(=C=[N-])C#N)c1 | -106 | 81
CCn1c(SCc2c(F)cccc2Cl)nnc1-c1ccco1 | 15 | 14
COc1ccc(-c2c(S(=O)(=O)c3ccccc3)cnn2-c2ccccc2)cc1 | -12 | 37
CCN(CC(=O)NCc1cccs1)S(=O)(=O)c1cccc(C(C)=O)c1 | -12 | 32
C=CCSc1nnc(NC(=O)CSc2nc3ccccc3o2)s1 | -4 | 19
CCCn1c(N)c(C(=O)CSc2nnc(-c3ccco3)n2Cc2ccccc2)c(=O)[nH]c1=O | 4 | 33
Cc1nn(C)c(C)c1NC(=O)CSc1nc(C2CC2)nc2c1cnn2-c1ccccc1 | 21 | 31
COc1cccc(-c2nnc(-c3ccc(C)o3)o2)c1 | -47 | 27
CCN(CCNC(=O)Nc1ccc(Cl)cc1)c1ccccc1 | -4 | 20
COc1ccc2c(c1)N1CCN=C1N2C | 10 | 33
Cc1nn2c(-c3ccncc3)nnc2c2ccccc12 | -75 | 33
CC(C)(C)c1nn(-c2ccccc2)c2[nH]c(=O)c(CNc3ccc4c(c3)OCCO4)cc12 | 27 | 13
COc1ccc(C(=O)/C=C/Nc2ccccn2)cc1 | 49 | 10
CC(=O)C1(O)C(C)CC2C3CCC4CC(O)CCC4(C)C3=CCC21C (stereo not given) | -28 | 57
O=C(Cn1cc2c(n1)CCCC2)NCCCN1CCCC1 | 10 | 41
CCCc1cc(=O)[nH]c(SCC(=O)OCc2ccccc2)n1 | -54 | 59
COc1ccc(CN2CCN(C(=O)c3cccs3)CC2)cc1Br | -11 | 23
Cc1ccnc(SCCn2c(N3CCC(C)CC3)nc3c2c(=O)[nH]c(=O)n3C)n1 | 2 | 47
O=C(O)c1cccc(CSc2nnc(Cc3ccccc3)o2)c1 | 25 | 14
COc1ccc(C2Nc3ccccc3C(=O)N2c2ccc(C)cc2)cc1Cn1nnc2ccccc21 (stereo not given) | -12 | 34
COC(=O)c1ccccc1NC(=O)Nc1cnccn1 | -20 | 23
CC(C)C(=O)Nc1cccc(C(=O)NCc2ccc(S(N)(=O)=O)cc2)c1 | -26 | 23

Next section.
structure | mHtt clearance | mHtt clearance grain fraction
c1ccc(Nc2nc(-c3ccncc3)cs2)nc1 | 17 | 32
COc1ccc(NC(=O)C2CCCN2S(=O)(=O)c2ccc3c(c2)CCC(=O)N3)cc1 (stereo not given) | 8 | 46
CC(=O)NC(=O)NC1CSCC1OC(C)=O (stereo not given) | 17 | 14
S=C(c1ccc(N2CCOCC2)cc1)N1CCCCC1 | -79 | 31
COc1cc2[nH]c(=S)n(CC3CCCO3)c(=O)c2cc1OC (stereo not given) | 16 | 15
Clc1ccc2oc(-c3cccnc3)nc2c1 | -54 | 61
O=C(CN1C(=O)c2cccc3cccc1c23)N1CCN(c2cccc(Cl)c2)CC1 | 25 | 15
COc1ccccc1NC(=O)CSc1nnc(Cc2cc(=O)[nH]c(=O)[nH]2)n1-c1ccccc1 | 0 | 33
NCCCCCc1nnc(SC/C=C/c2ccccc2)o1 | 21 | 37
Cc1ccc(Cl)cc1N(CC(=O)N1CCCCCC1)S(C)(=O)=O | 62 | 12
CC(=O)Nc1ccc(S(=O)(=O)Nc2ccc(S(=O)(=O)N3CCCC3)cc2)cc1 | 2 | 20
CCOC(=O)C1=C(CSc2nc(C)ccc2C#N)OC(N)=C(C#N)C1c1cccc(OC)c1OC (stereo not given) | 24 | 26
CCCN1C(=O)SC(CC(=O)Nc2ccccc2)C1=O (stereo not given) | 31 | 28
CCOC(=O)COc1ccc(/C=C/[N+](=O)[O-])c(OCC(=O)OCC)c1 | -9 | 36
COC(=O)c1sc2ccccc2c1NC(=O)c1cccs1 | -8 | 50
Cc1ccnc(NS(=O)(=O)c2ccc(NC(=O)C3CCCNC3=O)cc2)n1 (stereo not given) | -43 | 31
O=C(COC(=O)CNC(=O)c1ccco1)NCCN1C(=O)CSC1=O | -3 | 37
CC(C)CN(CC(C)C)S(=O)(=O)N1CCC(C(=O)NCCc2ccc(Cl)cc2)CC1 | -19 | 25
Cc1cc(Cl)c(S(=O)(=O)NCc2ccncc2)cc1OCC(N)=O | 42 | 12
CCNC(=O)C(Sc1ccccc1)c1ccccc1 (stereo not given) | 42 | 11
CCOC(=O)CN(C(=O)CSc1nnc(-c2cccc(OC)c2)o1)c1ccc(F)cc1 | 33 | 13
Nc1nnc(SCc2ccc(F)cc2)n1-c1ccccc1 | 12 | 17
O=C(c1oc2ccccc2c1N1CCCCC1)N1CCCCC1 | 2 | 19
Cc1ccc(C)c(N(Cc2ccccc2F)S(C)(=O)=O)c1 | 70 | 5.4
CCC(OC(=O)C1=Cc2ccccc2OC1)C(=O)NC1CCCC1 (stereo not given) | -31 | 50

Four consecutive compounds already listed, quoted:
structure | mHtt clearance | mHtt clearance grain fraction
COc1ccc(NC(=O)C2CCCN2S(=O)(=O)c2ccc3c(c2)CCC(=O)N3)cc1 (stereo not given) | 8 | 46
CC(=O)NC(=O)NC1CSCC1OC(C)=O (stereo not given) | 17 | 14
S=C(c1ccc(N2CCOCC2)cc1)N1CCCCC1 | -79 | 31
COc1cc2[nH]c(=S)n(CC3CCCO3)c(=O)c2cc1OC (stereo not given) | 16 | 15

The listing continues.
structure | mHtt clearance | mHtt clearance grain fraction
O=C(CCS(=O)(=O)c1ccc(Cl)cc1)N1CCN(c2ccccc2F)CC1 | 17 | 35
CN(C)C(=O)CCCc1nc(-c2ccc(Cl)cc2)no1 | -11 | 36
Cc1ccc(Cl)cc1N1CCN(CC(=O)Nc2ccc(CN3CCCCC3)cc2)CC1 | -27 | 24
O=c1c2ccccc2nc2n1-c1ccccc1CCC2 | -30 | 21
CC1=C(C)CC(C(=O)c2ccccc2)C(C(=O)O)C1 (stereo not given) | 2 | 35
COc1ccc(C(=O)CCN2CCCCCC2)cc1 | 56 | 17
O=C(COc1ccc2ccccc2c1)NC1CC1 | 2 | 19
CCc1nnc(NC(=O)CCC(=O)N2CCN(c3ccccn3)CC2)s1 | 25 | 30
c1ccc2c(c1)CC1(CCCCC1)n1nnnc1-2 | -17 | 22
O=C1C2C3CCCC3=C3CCCC3C2C(=O)N1c1ccccc1 (stereo not given) | 33 | 25
N#Cc1cc(-c2ccccc2)oc1NC(=O)c1ccco1 | -84 | 38
CCOc1cccc(CNCCNC(=O)c2nonc2N)c1 | 48 | 21
Cc1cc(C)cc(NC(=O)CSc2nnc(Cc3cccn3C)n2-c2ccc(F)cc2)c1 | 0 | 34
CC(C)[C@H](NS(=O)(=O)c1ccccc1)C(=O)OCn1nnc2ccccc2c1=O | 24 | 15
CN1CCN(C(=O)C2CC(c3c(F)cccc3Cl)=NO2)CC1 (stereo not given) | -5 | 18
Cc1ccc(CO/N=C/C2=C(Cl)c3ccccc3CC2)cc1 | 22 | 18
CCC(=O)NC1(C(F)(F)F)C(=O)NC(C)=C1C#N (stereo not given) | 9 | 18
Cc1ccc(NC(=O)CS(=O)CC(=O)N(C2CCCC2)C(C)C(=O)NC2CCCCC2)cc1 (stereo not given) | 48 | 9.9

Among those listed so far, 15 have a Cl atom:
structure | mHtt clearance | mHtt clearance grain fraction
O=C(NCc1cccc(Cl)c1)c1cnn2c1NC(c1ccco1)CC2C(F)(F)F (stereo not given) | 21 | 15
CN1CCN(C(=O)CN(c2cccc(Cl)c2)S(=O)(=O)c2ccccc2)CC1 | 14 | 33
O=C(CCN1CCN(Cc2ccccc2)CC1)Nc1cccc(Cl)c1 | 20 | 17
CCn1c(SCc2c(F)cccc2Cl)nnc1-c1ccco1 | 15 | 14
CCN(CCNC(=O)Nc1ccc(Cl)cc1)c1ccccc1 | -4 | 20
Clc1ccc2oc(-c3cccnc3)nc2c1 | -54 | 61
O=C(CN1C(=O)c2cccc3cccc1c23)N1CCN(c2cccc(Cl)c2)CC1 | 25 | 15
Cc1ccc(Cl)cc1N(CC(=O)N1CCCCCC1)S(C)(=O)=O | 62 | 12
CC(C)CN(CC(C)C)S(=O)(=O)N1CCC(C(=O)NCCc2ccc(Cl)cc2)CC1 | -19 | 25
Cc1cc(Cl)c(S(=O)(=O)NCc2ccncc2)cc1OCC(N)=O | 42 | 12
O=C(CCS(=O)(=O)c1ccc(Cl)cc1)N1CCN(c2ccccc2F)CC1 | 17 | 35
CN(C)C(=O)CCCc1nc(-c2ccc(Cl)cc2)no1 | -11 | 36
Cc1ccc(Cl)cc1N1CCN(CC(=O)Nc2ccc(CN3CCCCC3)cc2)CC1 | -27 | 24
CN1CCN(C(=O)C2CC(c3c(F)cccc3Cl)=NO2)CC1 (stereo not given) | -5 | 18
Cc1ccc(CO/N=C/C2=C(Cl)c3ccccc3CC2)cc1 | 22 | 18
